Screening results deposited in PubChem BioAssay by Broad Institute.
PvdQ inh = P. aeruginosa PvdQ acylase inhibition. inhibition, % at 10 µM. purified PvdQ acylase, fluorescence plate reader. 0.063% of 340,000 active; in the data active = inhibition above about 30%, passing the limit was not always enough; inconclusive = no clear call, values can overlap the other calls;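 note: 0% = vehicle neutral wells and 100% = reference inhibitor wells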
MITF TRPM1 HTS = MITF TRPM1 promoter activation in melanoma cells | SK-MEL-5 TRPM1-promoter luciferase, 24 h; % of positive control, neutral wells = 0 | activation, % at 12.5 µM | 0.75% of 300,000 active | AID 588334;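 active = mean activation of at least 80% with every replicate also reaching 80%; inconclusive = mean reaches 80% but some replicate falls short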;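 note: 0% = neutral control wells and 100% = parthenolide positive control wells; values of inactives mirror those of a sister screen read the other way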
SR-BI HDL uptake = mouse SR-BI HDL lipid transfer inhibition; ldlA[mSR-BI] CHO cells, DiI-HDL uptake fluorescence, 3 h; inhibition, % at 12.5 µM; 0.96% of 320,000 active; Q61009;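 active = mean replicate inhibition of at least 70% and a set share of replicates each scoring 70 or more; inconclusive = meets just one of the two criteria; inactive = fails both criteria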;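 note: 0% = median of neutral control wells and 100% = median of positive control wells; values of inactives mirror those of a sister screen read the other way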
PfHsp90 set2 = inhibits growth of yeast expressing Plasmodium falciparum Hsp90; AID 504621; S. cerevisiae expressing PfHsp90, BacTiter-Glo ATP, 48 h; yeast lacking PDR1 and PDR3 efflux regulators; inhibition, % at 9.4 µM; 0.32% of 310,000 active;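 active = every replicate shows inhibition above about 80%, whatever the replicate mean, limit read from the data; inconclusive = mean inhibition reaches the set limit but some replicate falls short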;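 note: 0% = DMSO neutral controls and 100% = 20 µM radicicol positive controls; yeast relying on Plasmodium falciparum Hsp90 in place of its own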
Rtt109 HAT inh = inhibitors of Candida albicans Rtt109/Vps75 histone acetyltransferase; Q5AAJ8; 0.16% of 330,000 active; inhibition, % at 34.9 µM; purified Rtt109/Vps75, ThioGlo CoA-SH fluorescence, 4 h;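 active = inhibition of at least 50% in every replicate; inconclusive = best replicate reaches 50% inhibition but some replicates fall short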
Target sequence (Q5AAJ8 whole entry, looked up): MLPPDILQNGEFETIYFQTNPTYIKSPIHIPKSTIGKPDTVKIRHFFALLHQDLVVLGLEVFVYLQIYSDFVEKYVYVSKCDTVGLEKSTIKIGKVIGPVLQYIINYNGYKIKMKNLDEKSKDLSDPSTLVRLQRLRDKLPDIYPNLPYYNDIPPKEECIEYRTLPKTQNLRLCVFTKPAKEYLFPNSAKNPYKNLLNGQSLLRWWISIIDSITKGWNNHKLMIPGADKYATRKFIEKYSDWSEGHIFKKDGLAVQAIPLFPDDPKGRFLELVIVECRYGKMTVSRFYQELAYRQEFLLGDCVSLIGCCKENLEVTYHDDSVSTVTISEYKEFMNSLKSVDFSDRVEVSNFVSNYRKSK
CAL PDZ FP-1 = blocks peptide binding to human CAL PDZ domain; inhibition, % at 20 µM; AID 504414; purified CAL PDZ, TMR-peptide fluorescence polarization, 1 h; 0.02% of 330,000 active;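 active = highest replicate inhibition of at least 40%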;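 note: plate controls were DMSO neutral control wells for no effect and unlabeled competitor peptide control wells for full effect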
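Test system: purified CerCALP PDZ construct; Compound dosing: one concentration, 20 µM compound; Also added: TMR-labelled reporter peptide T*-PRC34 bound in PDZ groove; Read-out: inhibition from polarization loss; Controls: unlabelled peptide and DMSO controls; Signal: FP readout, S and P plane fluorescence; Incubation: 1 h at RT.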
CAL PDZ FP-2 = inhibitors of human CAL PDZ peptide binding. Q9HD26. purified CAL PDZ, TMR-peptide fluorescence polarization, 1 h. inhibition, % at 24.9 µM. 0.92% of 300,000 active. AID 602252;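 active = mean inhibition of at least 30% with at least half of replicates also reaching 30%; inconclusive = no clear call, values can overlap the other calls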;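 note: 0% = DMSO neutral control and 100% = excess unlabeled competitor peptide PRC23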
dFosB activator = enhances mouse delta FosB homodimer DNA binding; purified delta FosB, TAMRA-CDK5 oligo fluorescence polarization; percent of positive-control signal above neutral wells; activation, % at 25 µM; 0.99% of 340,000 active; AID 493131;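 active = mean activation above about 17%, with every replicate also reaching it, limit read from the data, passing the limit was not always enough; inconclusive = only one of the two conditions met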;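 note: fluorescence polarization rise as delta FosB binds a TAMRA Cdk5 AP-1 oligo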
Target sequence (P13346 whole entry, looked up): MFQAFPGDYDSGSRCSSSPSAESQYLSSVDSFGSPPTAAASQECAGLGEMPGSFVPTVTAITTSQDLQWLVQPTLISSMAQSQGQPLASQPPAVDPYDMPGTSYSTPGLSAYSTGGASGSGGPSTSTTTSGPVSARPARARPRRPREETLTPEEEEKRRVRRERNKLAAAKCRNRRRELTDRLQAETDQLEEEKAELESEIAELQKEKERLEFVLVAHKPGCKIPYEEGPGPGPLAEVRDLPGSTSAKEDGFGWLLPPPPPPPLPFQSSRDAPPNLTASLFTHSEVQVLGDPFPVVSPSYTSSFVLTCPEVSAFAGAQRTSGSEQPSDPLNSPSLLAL
SR-BI uptake up = enhances SR-BI lipid uptake from DiI-HDL; CHO ldlA[mSR-BI] cells, DiI-HDL uptake fluorescence, 3 h; 100 = double the neutral-control signal; AID 504775; 0.096% of 320,000 active; activation, % at 12.5 µM;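 active = mean replicate activation of at least 60% and every replicate at or above 60%; inconclusive = mean or all-replicate condition met, but not both; inactive = mean below 60% and not all replicates reaching 60%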;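 note: 0% = median plate neutral-control signal and 100% = twice that signal; values of inactives mirror those of a sister screen read the other way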
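Test system: SR-BI-overexpressing, LDLR-lacking CHO cells. Measured by: DiI fluorescence, bottom read. Medium: Ham's F12 with 0.5% BSA, HEPES 25 mM, pH 7.4. Timing: 3 h uptake period with compound, 37 °C.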
NSD2 HMT inh = inhibitors of human histone methyltransferase NSD2; NSD2 peptide methylation, AlphaScreen, 120 min; inhibition, % at 12.5 µM; 0.54% of 310,000 active; AID 743445; in the data active = inhibition above about 50%
Numbers without * were called inactive; u = inconclusive; x = not tested or not shown.

PvdQ inh	MITF TRPM1 HTS	SR-BI HDL uptake	PfHsp90 set2	Rtt109 HAT inh	CAL PDZ FP-1	CAL PDZ FP-2	dFosB activator	SR-BI uptake up	NSD2 HMT inh	structure
-5	14	-16	-8	-9	-1.9	-2	-8	16	x	Cc1nc(C)n(CC(=O)N2CCCC(C(=O)c3ccc(C(F)(F)F)cc3)C2)n1 (configuration not stated)
-6	-9	30	9	-5	0.0	-6	-7	-30	0	CCN(Cc1cc(OC)c(OC)c(OC)c1)C(=S)Nc1cccc(SC)c1
10	30	28	3	9	-0.6	1	-7	-28	26	CCOC(=O)c1nn(-c2cccc(C)c2)cc1C(=O)c1ccccc1
0	-8	-19	7	-2	-0.1	3	4	19	-7	CCOC(=O)C(NC(=O)c1cccc(Cl)c1)(OCc1ccccc1)C(F)(F)F (configuration not stated)
12	-9	5	8	15	-1.3	1	1	-5	-2	CCCCOCCCNC(=O)c1cccc(OC)c1
11	4	1	0	-1	0.8	x	-11	-1	-5	COc1cc(OC)cc(C(=O)NC2CCSC2=O)c1 (configuration not stated)
5	-10	-26	-10	26	-0.5	6	-3	26	-2	CC(C)(C)c1ccc(-n2nc(C(N)=O)c(O)cc2=O)cc1
-13	-9	46	16	7	-0.8	-4	-4	-46	9	CC(Oc1ccc(NC(=O)c2ccco2)cc1)C(=O)N1c2ccccc2CC1C (configuration not stated)
-4	-6	25	-28	19	-2.1	5	-8	-25	-1	CCOc1cc(-c2c(C#N)c(N)nc3c2CCCC3C)ccc1O (configuration not stated)
21	-16	11	7	7	0.1	-1	-2	-11	8	CCN1C(=O)/C(=c2\o/c(=C3\C=Cc4ccccc4N3CC)c(=O)n2CC)SC1=S
-7	0	10	x	-2	-3.0	0	-21	-10	2	COc1cc(C2NC(=O)NC(c3ccccc3)=C2C(C)=O)ccc1OCC#N (configuration not stated)
-10	9	-32	-35	0	-1.3	1	-3	32	1	CCOC(=O)Cn1nc(NC(=O)COc2ccc(F)cc2)cc1C
-2	18	-6	10	10	-0.7	-2	-11	6	-9	CN(CCOc1ccc(Cl)cc1)C(=O)c1ccc(S(=O)(=O)N2CCOCC2)cc1
1	57	58	9	9	-0.7	5	-4	-58	3	CSc1ncc(C(=O)Nc2ccc(C(C)=O)cc2)c(C)n1
4	-11	-4	-5	-2	1.2	-5	-4	4	-1	Cc1ccccc1NC(=O)C1CCN(S(=O)(=O)c2cccs2)CC1

Continued; it opens with the 3 that closed the last part.
PvdQ inh	MITF TRPM1 HTS	SR-BI HDL uptake	PfHsp90 set2	Rtt109 HAT inh	CAL PDZ FP-1	CAL PDZ FP-2	dFosB activator	SR-BI uptake up	NSD2 HMT inh	structure
-2	18	-6	10	10	-0.7	-2	-11	6	-9	CN(CCOc1ccc(Cl)cc1)C(=O)c1ccc(S(=O)(=O)N2CCOCC2)cc1
1	57	58	9	9	-0.7	5	-4	-58	3	CSc1ncc(C(=O)Nc2ccc(C(C)=O)cc2)c(C)n1
4	-11	-4	-5	-2	1.2	-5	-4	4	-1	Cc1ccccc1NC(=O)C1CCN(S(=O)(=O)c2cccs2)CC1
-9	-37	26	19	3	-0.2	-5	0	-26	-8	CCN(CC)C(=O)c1ccc(S(=O)(=O)N2CCC(c3nc4ccccc4s3)CC2)cc1
-11	-15	15	0	9	-1.3	1	-15	-15	-3	O=C/C(=C\Nc1ccc(C(=O)N2CCOCC2)cc1)c1nc2ccccc2o1
3	13	18	1	11	-4.3	-8	4	-18	0	CCOC(=O)c1nc(Nc2ccc(C)cc2)c2ccccc2n1
-1	23	0	-6	3	-3.1	1	-7	0	1	Cc1c(C(=O)N(C)C)sc(NC(=O)c2cccc([N+](=O)[O-])c2)c1C#N
-17	5	-35	18	2	-0.6	3	4	35	x	CC1(C(=O)N2CC3(CC(c4ccccc4)=NO3)C[C@H]2C(=O)NCC(N)=O)CC1 (some centres not stated)
-10	20	23	-9	0	-1.7	-4	-4	-23	-1	CC(=O)Nc1cccc(NC(=O)c2ccc(Br)cc2)c1
-1	12	-8	-8	12	-0.3	x	-4	8	0	O=C(NC1=NCCS1)c1cccc(N2C(=O)c3ccccc3C2=O)c1
0	2	-12	x	3	-1.0	14	0	12	0	CC(Oc1ccc(Cl)cc1Cl)C(=O)NCCN1CCOCC1 (configuration not stated)
7	13	-1	16	8	-2.0	-3	-3	1	1	CSC1=C(C#N)C(c2ccc3c(c2)OCO3)C2=C(CCCC2=O)N1 (configuration not stated)
-2	-3	-126	46	3	0.7	-1	0	u	-10	O=C(OC1CCOC1=O)c1cc(-c2cccc(Br)c2)nc2ccccc12 (configuration not stated)
10	-3	x	x	-1	-0.1	4	1	x	x	CC1(C)CC(=O)C2=C(C1)NC(Nc1nc3ccccc3o1)=NC2c1ccccn1 (configuration not stated)
-25	1	-3	6	5	-1.4	-1	-6	3	-2	O=C1CC2(CCN(C(=O)c3ccc([N+](=O)[O-])cc3)CC2)Oc2ccccc21
-11	1	-5	x	4	0.4	-4	15	5	0	CC(OC(=O)c1ccc(-n2cnnn2)cc1)C(=O)Nc1ccc(F)c(F)c1F (configuration not stated)
4	-1	-2	6	23	-0.5	-3	-2	2	-2	Cc1ccc(C(=O)Nn2cnnc2)cc1S(=O)(=O)N1CCOCC1
6	-46	2	14	0	0.9	1	-12	-2	-2	Nc1cccc2c1C(=O)N(C(=O)/C=C/c1ccc(F)cc1)C2=O
1	-11	-13	3	-4	1.5	-3	-8	13	1	Cc1ccc(C(=O)NCC(=O)OCC(=O)c2ccc3c(c2)NC(=O)CO3)cc1C
2	31	-40	-7	-2	x	-1	-2	40	2	O=C(O)c1cccc(NC(=O)c2ccc(COc3ccc(Cl)cc3)cc2)c1
4	-7	-3	10	1	0.6	-3	1	3	8	COc1ccc(Cl)cc1NC(=S)NNC(=O)c1cccnc1
-16	-6	-10	3	-6	-2.9	-3	-9	10	-2	COc1ccc(C)cc1NS(=O)(=O)c1ccc(Br)s1
-16	5	x	-17	-20	1.2	-6	-10	x	-2	CC(=O)c1cccc(NC(=O)CCCCCn2nnc3ccccc3c2=O)c1
-1	-4	14	8	4	-0.3	-4	0	-14	36	CCCN(CCC)CCCNC(=O)c1cc2c(-c3ccc(OC)c(OC)c3)nn(C)c2s1
-4	-3	-20	x	-4	-1.5	-4	0	20	-1	Cc1ccc(S(=O)(=O)NCCC(=O)NCCOc2ccccc2)cc1
-7	1	-9	-8	0	-2.0	2	5	9	3	CN(C)S(=O)(=O)c1ccc(Cl)c(C(=O)NNC(=O)Cn2ccc(C(F)(F)F)n2)c1
-15	-8	-1	-4	4	-2.2	-2	-5	1	1	Cc1cc(-c2ccc(NC(=O)[C@@H]3CCCC[C@@H]3C(=O)O)c(C)c2)ccc1NC(=O)[C@@H]1CCCC[C@@H]1C(=O)O
-13	x	4	5	-1	1.7	0	-17	-4	-1	Cc1cc(C)c2c(N)c(C(=O)N/N=C/c3cccnc3)sc2n1
-10	3	-3	12	-7	1.5	-2	-2	3	x	CSC1=NCCN1C(=O)c1cccc(C(F)(F)F)c1
-7	-9	x	5	-9	0.1	x	6	x	-1	COc1ccc(-n2c(=O)cc(N3CCN(c4ccccc4)CC3)[nH]c2=O)cc1
-5	-6	-20	-8	2	-0.8	-8	-1	20	-1	CC(C)(C)NC(=O)NC(=O)COC(=O)CCC1CCCC1
-16	-40	x	-40	4	-2.9	0	-9	x	-1	Cc1cccc(CN2CCC(CNC(=O)CSc3cc(=O)n(C)c4cc(Cl)ccc34)CC2)c1
3	-9	23	-8	x	-1.9	-2	-6	-23	-1	CC(C(=O)NC1CCCC1)N(Cc1ccco1)C(=O)c1snc(C(=O)NC2CCCC2)c1N (configuration not stated)

Brought forward from above: 2 compounds; new compounds follow.
PvdQ inh	MITF TRPM1 HTS	SR-BI HDL uptake	PfHsp90 set2	Rtt109 HAT inh	CAL PDZ FP-1	CAL PDZ FP-2	dFosB activator	SR-BI uptake up	NSD2 HMT inh	structure
-16	-40	x	-40	4	-2.9	0	-9	x	-1	Cc1cccc(CN2CCC(CNC(=O)CSc3cc(=O)n(C)c4cc(Cl)ccc34)CC2)c1
3	-9	23	-8	x	-1.9	-2	-6	-23	-1	CC(C(=O)NC1CCCC1)N(Cc1ccco1)C(=O)c1snc(C(=O)NC2CCCC2)c1N (configuration not stated)
0	-7	0	7	-12	-1.4	-1	0	0	x	COC(=O)C(N)Cc1ccc(Cl)cc1 (configuration not stated)
1	10	3	x	2	-0.3	-1	-6	-3	x	COC(=O)C1N[C@@H]([C@@H](NC(=O)COc2ccccc2)C(=O)NCc2ccsc2)SC1(C)C (some centres not stated)
0	-10	55	9	-12	-0.8	x	-20	-55	-4	CCN(C(=O)CSc1nnc(-c2ccc(F)cc2)c2ccccc12)C1CCS(=O)(=O)C1 (configuration not stated)
-14	x	0	-24	2	-0.7	0	-8	0	7	C=CCn1c(CNc2ccc(C)cc2)nnc1SCC(=O)N/N=C/c1ccc(O)cc1O
-1	-3	11	0	-3	-0.3	-3	4	-11	5	N/C(=N\OC(=O)CCCN1C(=O)c2ccccc2C1=O)c1ccccn1
4	1	7	12	-11	-3.2	-4	-9	-7	2	COc1ccc(C2=CC(c3cc(OC)c(OC)c(OC)c3)NC(=S)N2)cc1 (configuration not stated)
-8	7	-27	12	1	-2.5	2	1	27	-1	CCONC(=NC)c1nonc1N
-5	0	-10	44	-1	-1.5	-3	-2	10	1	COc1ccc(S(=O)(=O)N2CCCCC2)cc1NS(=O)(=O)c1cc(Cl)ccc1Cl

One compound at a time, from the list above:
Entry for N/C(=N\OC(=O)CCCN1C(=O)c2ccccc2C1=O)c1ccccn1 → PvdQ inh: -1; MITF TRPM1 HTS: -3; SR-BI HDL uptake: 11; PfHsp90 set2: 0; Rtt109 HAT inh: -3; CAL PDZ FP-1: -0.3; CAL PDZ FP-2: -3; dFosB activator: 4; SR-BI uptake up: -11; NSD2 HMT inh: 5
Entry for COc1ccc(S(=O)(=O)N2CCCCC2)cc1NS(=O)(=O)c1cc(Cl)ccc1Cl → PvdQ inh: -5; MITF TRPM1 HTS: 0; SR-BI HDL uptake: -10; PfHsp90 set2: 44; Rtt109 HAT inh: -1; CAL PDZ FP-1: -1.5; CAL PDZ FP-2: -3; dFosB activator: -2; SR-BI uptake up: 10; NSD2 HMT inh: 1
